High-throughput results from PubChem.
CXCR6 inh – CXCR6 (human) receptor inhibition | O00574 | CHO-K1 PathHunter CXCR6 beta-arrestin, luminescence | inhibition, % at 20 µM | 360,000 tested, 0.36% active | AID 602244; in the data active means inhibition above about 34%, passing the limit was not always enough;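 further: antagonist mode with CXCL16 agonist at 10 nM final; 0% = 10 nM CXCL16 with DMSO and 100% = unstimulated wells without agonist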
Target sequence (O00574 whole entry, looked up): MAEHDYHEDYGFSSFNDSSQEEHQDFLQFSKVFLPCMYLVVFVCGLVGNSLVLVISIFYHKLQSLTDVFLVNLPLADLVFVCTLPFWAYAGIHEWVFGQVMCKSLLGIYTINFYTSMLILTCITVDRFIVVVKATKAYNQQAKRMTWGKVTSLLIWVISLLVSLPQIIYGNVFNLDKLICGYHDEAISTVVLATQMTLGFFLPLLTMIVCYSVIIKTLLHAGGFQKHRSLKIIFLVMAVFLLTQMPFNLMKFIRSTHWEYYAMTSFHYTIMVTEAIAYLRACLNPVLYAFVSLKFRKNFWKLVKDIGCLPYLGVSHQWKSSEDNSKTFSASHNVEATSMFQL
Active calls of the source: *.

SMILES | CXCR6 inh
CN(C(=O)C(C)(C)C)[C@H]1C[C@H]2c3[nH]c4ccccc4c3CCN2C(=O)[C@H]1CO | -7
COC(=O)c1ccc(Cn2c(C)c(C(=O)NCc3ccc(Cl)c(Cl)c3)sc2=O)o1 | -4
O=C(Nc1cccc(C(=O)N2CCOCC2)c1)C1CCCC1 | 4
O=C(C=C(C(=O)c1ccccc1)c1ccccc1)c1ccccc1 | 11
CC1(C(=O)Nc2ccc3c(c2)OCO3)Cc2c(-c3ccc4c(c3)OCO4)ccnc2O1 (stereo unspecified) | 11
Cc1ccc(S(=O)(=O)N2C[C@H]3C(=O)C[C@@H](c4cccs4)N(S(=O)(=O)c4ccc(C)cc4)[C@H]3C[C@H]2c2ccccc2)cc1 | 4
O=C1CCC(c2ccc3ccccc3c2)O1 (stereo unspecified) | -4
CCOc1cc(C(=O)OC(C)C(=O)Nc2ccccc2OC)ccc1OCC(=O)N1CCOCC1 (stereo unspecified) | 1
C#CCN1C=CC(=O)[C@@H](O)[C@H]1c1ccccc1Br | 6
CC1(C(=O)Nc2ccc(Cl)c(Cl)c2)CCN1C(=O)CCC1CCCC1 (stereo unspecified) | 0
COc1ccc(C2CC(c3cccc([N+](=O)[O-])c3)=NN2/C(C)=C/C(C)=O)cc1 (stereo unspecified) | -2
COc1ccccc1CNS(=O)(=O)CCNCCc1ccccc1 | 1
Nc1ccc2ccc(O)cc2c1 | -1
COc1ccc(-c2ccc(C(=O)Nc3cccc(NS(C)(=O)=O)c3)c3occc23)c(C)c1 | -7
O=S1(=O)CC(N2CCN(CCO)CC2)CN1Cc1cn(Cc2cccc(Cl)c2)nn1 (stereo unspecified) | 1
CN(C)CCCNc1nc2cc(-c3cnn(C)c3)sc2c(=O)n1C | 1
COc1cccc(CNS(=O)(=O)c2ccccc2Br)c1OC | 7
O=C(CCCCC(=O)OCC1CCCO1)OCC1CCCO1 (stereo unspecified) | -6
COCCN1C(=O)c2ccccc2C1c1nc2ccccc2[nH]1 (stereo unspecified) | -5
O=C(NCc1ccncc1)[C@@H]1CCCN1C(=O)[C@@H]1CCCN1C(=O)c1cccs1 | -12
COc1ccc(CCNC(=O)c2cc(S(=O)(=O)N3CCc4ccccc43)ccc2F)cc1OC | -2
COc1ccccc1NS(=O)(=O)c1ccc(C(=O)NCC(c2ccccc2OC)N2CCCC2)cc1 (stereo unspecified) | 4
COC(=O)c1ccc(C(=O)OC)c(NC(=O)CSc2nc(-c3ccco3)cc(C(F)(F)F)n2)c1 | 4
CCOC(=O)C1(C)CCCN(C(=O)C(c2ccccc2)c2ccccc2)C1 (stereo unspecified) | 6
CCOC(=O)c1ccc(NC(=O)c2nc[nH]c2C(=O)N[C@@H](C)CO)cc1 | -6

(more compounds)
SMILES | CXCR6 inh
Cc1ccccc1NC(=O)CNC(=O)N1CC(=O)Nc2ccccc21 | 4
CC1([N+](=O)[O-])COC(c2cccc3ccccc23)OC1 (stereo unspecified) | -7
CCCCn1nnnc1C(c1cc2ccccc2o1)N1CCOCC1 (stereo unspecified) | -4
CC(=O)Nc1cncc(-c2ccccc2N(C)C)n1 | -2
N#C/C(=C/C1=C(N2CCOCC2)C(=C/c2cccc([N+](=O)[O-])c2)/CC1)C(=O)Nc1ccccc1F | 31
Clc1ccc(-c2cnc3cccnn23)cc1 | -9
CN(Cc1ccccc1)C(=O)[C@@H]1CCCN1C(=O)[C@@H]1CCCN1C(=O)c1ccc(Cl)cc1 | -8
O=C(CCCc1ccccn1)c1ccc(-c2ccccc2)cc1 | -8
CC(CN1CCN(CCOCCO)CC1)CN1c2ccccc2Sc2ccc(Cl)cc21 (stereo unspecified) | -11
CCN(CC)CC(O)CNc1ccnc2c(Cl)ccc(Cl)c12 (stereo unspecified) | -2
C=C(C1=CCN(S(=O)(=O)C(C)(C)C)[C@H]1CCO)c1ccccc1 | -6
O=C(CN1CCN(C(=O)c2ccco2)CC1)Nc1c2c(nc3c1CCC3)CCCC2 | -5
COc1ccc(NC(=S)N2CCN(c3ccc4c(c3)C3CCN(C(=O)OCc5ccccc5)C4C3)CC2)c(OC)c1 (stereo unspecified) | -6
COc1cc(CN2C[C@@H](CO)O[C@@H](n3cnc4c(N5CCN(C)CC5)ncnc43)C2)cc(OC)c1OC | 1
Cc1cccc(C(=O)N2CCC(=O)N([C@H](COCc3cccc(Cl)c3)Cc3ccccc3)CC2)c1 | -3
Cc1ccccc1-c1cnc(C(O)c2ccccc2)[nH]1 (stereo unspecified) | -7
COc1ccc2c3c(cccc13)C(=O)CC2 | 7
CCCN(C)C1CN(Cc2cn(Cc3ccc(OC)cc3)nn2)S(=O)(=O)C1 (stereo unspecified) | -8
O=C(Cn1ccnc1[N+](=O)[O-])N(CCO)CCO | -11
Cc1cccc(C)c1-n1nnnc1-c1nc2cc3ccccc3cc2[nH]c1=O | -4
CC1C(=O)NN=C1c1ccc([N+](=O)[O-])cc1 (stereo unspecified) | 6
Cc1cccc(N=Cc2ccccc2O)c1C | -8
COc1cc(OC)cc(-c2noc([C@@H]3O[C@H](CO)[C@H](O)[C@H](O)[C@H]3O)n2)c1 | 8
CCc1ccc(CN2CCC(Oc3cc(C(=O)NC4CC4)ccc3OC)CC2)cc1 | 1
CCN(CC(=O)Nc1cccc(OC)c1)C(=O)c1cccc(S(=O)(=O)N2CCc3ccccc32)c1 | 3

Next section.
SMILES | CXCR6 inh
CN(Cc1nc2ccccc2c(=O)[nH]1)C(=O)c1cc(-c2ccc(Br)cc2)nc2ccccc12 | 2
CCCCN(C=O)c1c(CC)nc2ccc(C(=O)N(CC)CCN(C)C)cn12 | 2
N#CCCSC(=S)C1CCCC1=N (stereo unspecified) | 2
Brc1ccc2ncc3ccccc3c2c1 | -10
NC(=O)C12C(=O)NC(=O)C1(C(=O)O)C21CCCC1 (stereo unspecified) | -4
CC1(C(=O)NCc2ccccc2)CCC(=O)N1CCCn1ccnc1 (stereo unspecified) | 0
N#CCC(=O)Nc1ccc(C(=O)OCC(=O)Nc2cccc3ccccc23)cc1 | 4
CN1C(=O)N(c2ccc(Cl)cc2)C(C)(O)CC1(C)C (stereo unspecified) | -2
CCCCc1c(-c2ccccc2OC)ncn1CCc1cccc(F)c1 | 24
COc1cc(F)ccc1-c1csc(C(NC(C)=O)c2ccc(F)c(F)c2)n1 (stereo unspecified) | 6
CCOc1ccc(Br)cc1S(=O)(=O)NCC(c1ccc(OC)cc1)N1CCOCC1 (stereo unspecified) | 1
OCC1OC(n2cnc3c(N4CCCCC4)ncnc32)C(O)C1O (stereo unspecified) | -11
Cc1c(C(=O)NCc2ccc(F)cc2)sc(=O)n1Cc1ccc(C(=O)c2ccccc2)cc1 | 11
CCCCN1C(=O)C(CC(=O)NCCc2ccccn2)CC(C(=O)N(C(C)C)C(C)C)=C1C (stereo unspecified) | 3
Oc1ccc(C=NNc2nc3ccccc3s2)c(O)c1 | -7
Cc1ccc(NC(=O)CNC(=O)CN2C(=O)c3ccccc3C2=O)cc1 | 4
C#CCN1CCc2onc(-c3ccccc3OC)c2C1=O | -2
COc1ccc(Cl)c(-c2cc(C(=O)NCc3ccco3)[nH]n2)c1 | -3
O=C(Cc1cccc(NC(=O)C2CCCN(C(=O)C3CC3)C2)c1)Nc1ccc(C(=O)N2CCCCC2)cc1 (stereo unspecified) | -4
CCOC(=O)[C@]12CCC=C1N(Cc1ccco1)C(=O)[C@H](CC(=O)NCc1ccc(C)o1)C2 | -8
COc1ccc(C2C=C(c3ccc(C)c(C)c3)Nc3ncnn32)c(OC)c1OC (stereo unspecified) | 2
COC(=O)C(C#N)(CCC(=O)c1ccccc1)CCC(=O)c1ccccc1 | 2
Cc1cc(C)n(-c2nc3c(c(=O)n(C)c(=O)n3C)n2Cc2cccc(Br)c2)n1 | -2
O=C(CN1CCN(CC(=O)Nc2ccc3c(c2)OC2(CCCCC2)O3)CC1)Nc1cccc(F)c1 | -22
CCCCN1C(=O)C(CC(=O)NC2CC2)CC(C(=O)N(CC)CC)=C1C (stereo unspecified) | 1

Additional entries
SMILES | CXCR6 inh
CC(C)C[C@@H]1Cc2[nH][nH]c(=O)c2[C@H](CCc2ccccc2)O1 | -7
COc1ccc(C2=Nc3nc(-c4ccccc4)cn3C(c3ccc(OC)cc3)C2)cc1 (stereo unspecified) | -11
C[C@H]1CN([C@@H](C)CO)C(=O)CCCn2cc(nn2)CO[C@@H]1CN(C)C(=O)c1ccncc1 | 4
COc1cc(NC(=O)COc2ccc([N+](=O)[O-])cc2)ccc1NC(=O)c1ccco1 | -1
NCC(O)c1ccc(O)c(O)c1 (stereo unspecified) | 2
CN(C)C(=O)c1ccc(N=Nc2c(O)c3ccccc3[nH]c2=O)cc1 | 4
O=C(O)C1=C(C2CCCCC2)C(=O)c2ccccc21 | 4
CCCC/C=C1/CCC(CN(C)C)C1=O (stereo unspecified) | 34*
CC(=NNC(=O)c1ccncc1)c1ccc(Cl)cc1Cl | 6
COc1cccc(/C=C/C(=O)OCC(=O)Nc2ccc3c(c2)OCO3)c1 | 4
Cc1ccc(C(=O)NC(C)C(c2cccs2)N2CCOCC2)cc1C (stereo unspecified) | -12
CN(C(=O)c1cccc(NC(=O)Cc2ccc(NC(=O)C3CCN(C(=O)C4CCCCC4)CC3)cc2)c1)C1CCCCC1 | -1
CC1CCC(NC(=O)C(NS(=O)(=O)c2ccc(Br)cc2)C(C)C)CC1 (stereo unspecified) | -2
COC(=O)c1ccccc1COc1cccn2c(N(C)CC3CC3)c(C)nc12 | -10
Cc1ccc(NC(=O)c2ncn(CCCNCC(C)c3ccccc3)n2)cc1C (stereo unspecified) | -2
CNc1ncnc2c1ncn2[C@H]1CN(C2CCCC2)C[C@@H](CO)O1 | 1
COc1ccc(C(=O)CC(C#N)c2ccc3c(c2)OCO3)cc1OC (stereo unspecified) | 0
COc1ccc(NC(=O)C2(C)Cc3c(-c4cccc(NC(C)=O)c4)ccnc3O2)cn1 (stereo unspecified) | 4
O=[N+]([O-])c1ccc(NN=Cc2ccc(O)cc2)nc1 | 8
O=C(OCC(=O)N1CCCCCC1)c1cccc(Cl)c1Cl | 3
CC(Sc1ccc(S(=O)(=O)N2CCN(C)CC2)cn1)C(=O)Nc1cccc(Cl)c1Cl (stereo unspecified) | 11
COc1cc(OC)cc(C2=Cc3ccccc3C(CC(C)=O)N2c2ccc(-c3cncnc3)cc2)c1 (stereo unspecified) | 10
CC(=O)Nc1c(Cl)cc2c(c1Cl)Cc1cc(C#N)ccc1-2 | -3
CCCCCC(=O)N1C[C@H](n2cc(-c3ccc(F)cc3)nn2)[C@@H](O)C[C@@H]1c1ccc(C)cc1 | 2
CC(c1ccccc1)N1CCn2c(nc3cc(NC(=O)NC4CCCCC4)ccc32)C1 (stereo unspecified) | 3

Next section.
SMILES | CXCR6 inh
COc1ccccc1-c1noc2c1C(=O)N(Cc1cn(-c3ccccc3)nn1)CC2 | -20
NCc1csc(Nc2ccc(C(=O)c3ccccc3)cc2)n1 | -10
O=C1CCCC[C@@H](CO)[C@H](O)C[C@H](c2ccccc2)O1 | 5
CC(C)C1C(=O)N(Cc2cn(Cc3ccco3)nn2)CCS(=O)(=O)N1Cc1ccc(-c2cccc(N(C)C)c2)cc1 (stereo unspecified) | -2
COC(=O)Nc1ccc2ccc3c(NC(=O)OC)ccc4ccc1c2c43 | -11
CCC(c1nnnn1Cc1ccccc1)N1CCN(C/C=C/c2ccccc2)CC1 (stereo unspecified) | 0
CCCS(=O)(=O)NC(=O)C1(C)CCCN(C(=O)C2(c3ccc(Cl)cc3)CCCC2)C1 (stereo unspecified) | -5
Oc1c(CN2CCOCC2)cc(CN2CCOCC2)c(O)c1CN1CCOCC1 | -5
O=C(Nc1ccc(C(=O)N2CCCCC2)cc1)c1ccccc1 | 4
CCN1C(=O)[C@H]2[C@@H](c3ccc(C)cc3)N[C@]3(CCCN(Cc4ccc(F)cc4)C3=O)[C@H]2C1=O | 1
N=C(N)n1ncc2c1CCCC2=O | 4
O=C(NCCNCc1ccccc1)c1ccco1 | 7
COc1ccccc1-c1cnc(C(O)c2ccc(C(C)(C)C)cc2)[nH]1 (stereo unspecified) | -9
Cc1nc2ccccn2c(=O)c1NC(=O)COc1ccccc1 | -6
COC(=O)[C@H]1C[C@H](OC(=O)Nc2cccs2)[C@@]2(O)CN(S(=O)(=O)c3ccc(C)cc3)CC2[C@H]1C(=O)OC (stereo partly specified) | 2
Cc1ccc(S(=O)(=O)N2CCOCC2)cc1NC(=O)Cn1nnc(-c2ccccc2)n1 | 5

Among those listed so far, 15 contain a Cl atom.
SMILES | CXCR6 inh
COC(=O)c1ccc(Cn2c(C)c(C(=O)NCc3ccc(Cl)c(Cl)c3)sc2=O)o1 | -4
CC1(C(=O)Nc2ccc(Cl)c(Cl)c2)CCN1C(=O)CCC1CCCC1 (stereo unspecified) | 0
O=S1(=O)CC(N2CCN(CCO)CC2)CN1Cc1cn(Cc2cccc(Cl)c2)nn1 (stereo unspecified) | 1
Clc1ccc(-c2cnc3cccnn23)cc1 | -9
CN(Cc1ccccc1)C(=O)[C@@H]1CCCN1C(=O)[C@@H]1CCCN1C(=O)c1ccc(Cl)cc1 | -8
CC(CN1CCN(CCOCCO)CC1)CN1c2ccccc2Sc2ccc(Cl)cc21 (stereo unspecified) | -11
CCN(CC)CC(O)CNc1ccnc2c(Cl)ccc(Cl)c12 (stereo unspecified) | -2
Cc1cccc(C(=O)N2CCC(=O)N([C@H](COCc3cccc(Cl)c3)Cc3ccccc3)CC2)c1 | -3
CN1C(=O)N(c2ccc(Cl)cc2)C(C)(O)CC1(C)C (stereo unspecified) | -2
COc1ccc(Cl)c(-c2cc(C(=O)NCc3ccco3)[nH]n2)c1 | -3
CC(=NNC(=O)c1ccncc1)c1ccc(Cl)cc1Cl | 6
O=C(OCC(=O)N1CCCCCC1)c1cccc(Cl)c1Cl | 3
CC(Sc1ccc(S(=O)(=O)N2CCN(C)CC2)cn1)C(=O)Nc1cccc(Cl)c1Cl (stereo unspecified) | 11
CC(=O)Nc1c(Cl)cc2c(c1Cl)Cc1cc(C#N)ccc1-2 | -3
CCCS(=O)(=O)NC(=O)C1(C)CCCN(C(=O)C2(c3ccc(Cl)cc3)CCCC2)C1 (stereo unspecified) | -5

These rows are one share of the data, so the mix of outcomes need not match the whole.
